SENP1 inh – SENP1 (human) catalytic domain inhibition; recombinant SENP1 catalytic domain, CyPet-SUMO1-YPet FRET cleavage; inhibition, % at 10 µM; hit rate 0.21% among 360,000; AID 624204;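 active = inhibition at least 30% at 10 µM, raw YFP signal under a set limit, fluorescence ratio 0.5 to 1.5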;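 note: 0% = enzyme with DMSO and 100% = no enzyme wells; some results filed as inactive read as strong as hits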
Target sequence (Q9P0U3 419-644 limits assumed): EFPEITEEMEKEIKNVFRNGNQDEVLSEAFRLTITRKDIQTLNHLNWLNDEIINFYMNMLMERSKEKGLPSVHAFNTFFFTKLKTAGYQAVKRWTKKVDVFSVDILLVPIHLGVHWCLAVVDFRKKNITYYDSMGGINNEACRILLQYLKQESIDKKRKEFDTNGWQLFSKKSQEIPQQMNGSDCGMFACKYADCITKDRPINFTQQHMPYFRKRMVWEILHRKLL
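Assay system: hSENP1 catalytic domain, recombinant. Amount: SENP1 enzyme, 20 pM final. Schedule: 50 min reaction, RT, dark. Technique: FRET, CFP and YFP emission. Control set: no-enzyme wells low, DMSO-plus-enzyme wells high control.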
NR3A LBD binder – modulators (binders) of human NR3A ligand-binding domain. NR3A LBD differential scanning fluorimetry, Tm shift; 0% = protein alone, 100% = glycine-bound protein. AID 1259313. hit rate 2.5% among 340,000. Tm shift relative to glycine control, % at 25 µM;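 active = melting temperature shift of at least 10% of the positive control shift, at one fixed dose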
SENP6 inh – blocks the human protease SENP6; inhibition, % at 10 µM; Recombinant SENP6 catalytic domain, aminoluciferin luminescence; hit rate 1.8% among 330,000; Q9GZR1;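 active = inhibition above about 50% at the single tested dose, limit read from the data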;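 note: plate controls were DMSO wells with enzyme for no effect and DMSO wells lacking enzyme for full effect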
Target sequence (Q9GZR1 628-1112 limits assumed): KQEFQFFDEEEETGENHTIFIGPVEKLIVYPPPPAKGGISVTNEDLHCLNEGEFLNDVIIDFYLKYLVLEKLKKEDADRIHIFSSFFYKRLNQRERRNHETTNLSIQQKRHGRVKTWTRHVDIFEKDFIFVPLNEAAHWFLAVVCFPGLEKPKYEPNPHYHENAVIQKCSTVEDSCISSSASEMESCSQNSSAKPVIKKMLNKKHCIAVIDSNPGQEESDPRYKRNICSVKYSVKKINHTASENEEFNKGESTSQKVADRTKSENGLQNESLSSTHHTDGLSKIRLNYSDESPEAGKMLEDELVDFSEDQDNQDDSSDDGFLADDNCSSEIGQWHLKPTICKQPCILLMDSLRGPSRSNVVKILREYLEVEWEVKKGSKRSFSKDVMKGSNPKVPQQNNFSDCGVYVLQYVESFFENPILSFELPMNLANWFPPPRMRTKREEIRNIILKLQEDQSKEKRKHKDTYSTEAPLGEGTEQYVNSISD
ATG4B inh – ATG4B (human) cysteine protease inhibition | inhibition, % at 8.33 µM | ATG4B cleavage of LC3-PLA2, NBD-HPC fluorescence, 1 h | hit rate 0.51% among 340,000; in the data active = inhibition above about 40%
PfG6PD inh – PfG6PD (Plasmodium falciparum) enzyme inhibition. inhibition, % at 20 µM. hit rate 0.78% among 350,000. PfGluPho enzyme, NADPH resazurin-diaphorase fluorescence;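 active = inhibition reaching at least a set limit at 20 µM in the primary screen, cut at about 59% in these data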;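 note: 0% = DMSO wells with substrate and 100% = DMSO wells lacking glucose-6-phosphate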
SENP8 inh – SENP8 (human) protease inhibition. Q96LD8. recombinant SENP8, Nedd8 substrate fluorescence. inhibition, % at 20 µM. hit rate 0.64% among 360,000. AID 602440; in the data active = inhibition mostly above about 40%, no sharp cut-off; inactive = mostly below about 27%
Target sequence (Q96LD8 whole entry, looked up): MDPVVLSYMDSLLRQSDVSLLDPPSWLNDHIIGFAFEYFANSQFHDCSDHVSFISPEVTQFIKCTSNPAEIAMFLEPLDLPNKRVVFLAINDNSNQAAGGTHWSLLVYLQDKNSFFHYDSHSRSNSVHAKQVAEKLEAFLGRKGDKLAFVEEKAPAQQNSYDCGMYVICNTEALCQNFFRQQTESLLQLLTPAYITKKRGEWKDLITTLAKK
MPTP block – blocks calcium-induced mitochondrial swelling. AID 602449. inhibition, % at 10 µM. isolated mouse mitochondria, Ca2+ swelling absorbance, 30 min. hit rate 1.4% among 360,000;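 active = inhibition of 50% or more, scaled per plate between neutral and stimulator controls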;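 note: 0% = DMSO wells given calcium and 100% = 1 mM EGTA wells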
hIAP activ – human IAP activation; purified human IAP, CDP-Star luminescence, 30 min; hits give high values; 1 = vehicle-only enzyme, 0 = enzyme-free background; hit rate 0.16% among 330,000; P09923; activation factor at 10 µM;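 active = activation factor of the enzyme at least 2-fold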; note: the source names both 10 and 20 µM as test concentration; values of inactives mirror those of a sister screen read the other way
The depositor's hits bear a star; i = inactive; / = not tested or not shown.

SMILES	SENP1 inh	NR3A LBD binder	SENP6 inh	ATG4B inh	PfG6PD inh	SENP8 inh	MPTP block	hIAP activ
COc1cc2c(cc1OC)C(C(=O)NC1CC1)C1c3ccccc3CCN1C2=O (configuration not stated)	-8	2	-8	-9	-11	-19	-0.4	0.96
COc1ccc(C(=O)N2CCN(c3ccc(NC(=O)c4ccco4)cc3)CC2)cc1	1	0	-13	-11	6	0	-2.9	1.4
O=C(CSCc1ccc(Br)cc1)NCCc1ccccc1	0	1	22	2	11	10	1.5	1.3
CC(C)(C)N(CC#CCC(O)(c1ccccc1)C1CCCC1)CCO (configuration not stated)	1	15*	-21	18	17	6	-0.3	1.2
COc1ccc(Br)cc1/C=N/NC(=O)c1ccco1	2	-1	-3	-3	15	-6	-1.1	1
O=C(CN(C(=O)CNC(=O)c1cccs1)c1ccccc1F)NC1CCCCC1	2	1	-24	3	-8	9	1.5	1
CCOC(=O)N1CCN(C(=O)CS(=O)(=O)Cc2nc(-c3cccc(OC)c3)oc2C)CC1	0	-2	-4	-2	1	12	0.0	1.2
COc1ccccc1CNC(=O)COC(=O)C1=COCCO1	2	-2	-12	-1	3	16	-4.6	0.97
CC1CCN(S(=O)(=O)c2ccc3c(c2)CCN3C(=O)CCC(=O)O)CC1	0	0	-6	-8	-7	6	-2.8	0.96
CCN(CC(=O)Nc1c(F)cccc1F)C(=O)c1cnc(C)cn1	3	-3	-4	-6	-1	13	1.7	0.92
CCOc1ccc(/C=C/C(=O)Nc2ccc(C(N)=O)cc2)cc1OC	-1	-6	-8	-20	-4	-319	1.6	1
CCOC(=O)c1cccc(N2C(=O)C3C(C2=O)C2C=CC3C23CC3)c1 (configuration not stated)	0	-1	-17	-2	-10	24	-4.7	0.96
CCCC(=O)NC(=S)Nc1ccc(N2CCOCC2)c(Cl)c1	0	0	5	12	-1	6	0.5	1
Cc1cc(-c2cc(-c3ccc(Cl)cc3)nc(N)c2C#N)co1	-19	-4	28	9	51	-439	0.5	1.1
Clc1ccc(CONc2ncnc3nonc23)c(Cl)c1	-3	-6	1	5	-3	12	56*	0.92
O=C(O)C1Cc2ccccc2CN1C(=O)c1ccccc1Cl (configuration not stated)	2	1	1	-9	-13	23	-0.5	0.94
CCN(C(=O)COC(=O)CCS(=O)(=O)c1ccccc1)c1c(N)n(Cc2ccccc2)c(=O)[nH]c1=O	-1	17*	/	1	10	4	-2.6	/
Cc1cc(SCC(=O)N(CC(C)C)c2c(N)n(CC(C)C)c(=O)[nH]c2=O)nc2ccccc12	-3	1	-20	-7	47	-10	0.0	0.98
Cc1oc2cc(Br)c(O)c(Br)c2c1-c1ccccc1	-1	-17	/	24	6	12	1.9	/
CC(=O)c1ccc(NC(=O)C2(c3ccccc3)CCOCC2)cc1	0	3	23	-12	5	10	-0.1	1.1
COc1ccccc1N1CCN(C(=O)CCn2c(=O)[nH]c3ccsc3c2=O)CC1	0	1	-6	0	-8	20	-0.2	1.2
CC1=C(C(=O)OCC2CCCO2)C(c2ccccc2)NC(=O)N1 (configuration not stated)	0	-1	-34	6	-1	3	-0.5	1
CCc1c(C)nc2cc(-c3cc(OC)cc(OC)c3)nn2c1N1CCCC1	-1	-13	-2	-15	34	-58	4.7	1.2
COc1cccc(C(O)c2cnc(C(C)C)n2C)c1 (configuration not stated)	-1	0	-2	-6	-9	3	2.7	1
CC1CC(=O)Nc2ccccc2N1C(=O)Nc1ccc(F)cc1 (configuration not stated)	3	0	-4	7	-9	14	-0.6	1.1
NC(=O)c1cc(S(=O)(=O)N2CCOCC2)ccc1N1CCCC1	1	0	-3	-1	-3	1	0.8	0.7
OC(CNCc1ccccc1)(c1ccc(F)cc1)c1ccc(F)cc1	-2	1	-9	16	33	16	3.3	0.93
COC(=O)c1ccc(C(=O)OC)c(NC(=O)CSc2ccccn2)c1	-2	-100	3	-5	-4	-44	-1.0	1
O=C(O)C1Cc2ccccc2CN1S(=O)(=O)c1ccc(Cl)cc1 (configuration not stated)	-2	-4	16	5	-15	5	-2.2	0.96
CN1C(=O)/C(=C/c2ccccc2OCc2cccc(F)c2)N(C)C1=S	-97	4	-6	4	-4	-12	0.6	0.97

A draw from above in order of SMILES length, low to high:
SMILES	SENP1 inh	NR3A LBD binder	SENP6 inh	ATG4B inh	PfG6PD inh	SENP8 inh	MPTP block	hIAP activ
O=C(CSCc1ccc(Br)cc1)NCCc1ccccc1	0	1	22	2	11	10	1.5	1.3
O=C(O)C1Cc2ccccc2CN1C(=O)c1ccccc1Cl (configuration not stated)	2	1	1	-9	-13	23	-0.5	0.94
CC1CC(=O)Nc2ccccc2N1C(=O)Nc1ccc(F)cc1 (configuration not stated)	3	0	-4	7	-9	14	-0.6	1.1
CCN(CC(=O)Nc1c(F)cccc1F)C(=O)c1cnc(C)cn1	3	-3	-4	-6	-1	13	1.7	0.92
CCOc1ccc(/C=C/C(=O)Nc2ccc(C(N)=O)cc2)cc1OC	-1	-6	-8	-20	-4	-319	1.6	1
CCc1c(C)nc2cc(-c3cc(OC)cc(OC)c3)nn2c1N1CCCC1	-1	-13	-2	-15	34	-58	4.7	1.2

Copied from the list:
SENP1 inh result of `OC(CNCc1ccccc1)(c1ccc(F)cc1)c1ccc(F)cc1` : -2
MPTP block result of `COC(=O)c1ccc(C(=O)OC)c(NC(=O)CSc2ccccn2)c1` : -1.0

(continued)
SMILES	SENP1 inh	NR3A LBD binder	SENP6 inh	ATG4B inh	PfG6PD inh	SENP8 inh	MPTP block	hIAP activ
CN(C)c1ccc(C(=O)NCC2CCCO2)cc1 (configuration not stated)	1	-1	5	-2	8	23	-1.3	1.2
O=C(COc1ccc(-c2nnco2)cc1)N1CCOCC1	0	0	8	6	-5	4	-0.7	1.1
C=CCn1c(Cc2csc(N)n2)nnc1SCC(=O)OCC	-2	2	-13	-5	-6	10	0.1	1.1
O=C(CNC(=O)c1ccc(Cl)cc1Cl)OCn1nnc2ccccc2c1=O	5	0	-6	-8	8	13	-3.9	1.1
CC(C)CCCC(C)CCOC(=O)CN1CCCC1 (configuration not stated)	-2	0	6	-9	2	11	3.8	0.88
COc1cc(N)c(Cl)cc1C(=O)OCC(=O)N1CCc2ccccc21	3	1	13	-1	15	1	-0.3	1
O=C(CCn1c2c(c3ccccc31)CCCC2)NNC(=O)c1ccc(Cl)c([N+](=O)[O-])c1	-4	20*	-6	52*	-11	22	26	1.7
Cc1ccc(C(C)C)c(OCC(=O)N/N=C2\CC(=O)CC(C)(C)C2)c1	0	-3	27	-4	13	2	-1.0	1.1
COc1ccccc1/C=C/C(=O)OCC(=O)N1CCN(S(=O)(=O)c2ccc(C)cc2C)CC1	3	-1	-40	-11	2	-161	-1.9	1.2
CCOc1ccccc1C1C(C(=O)Nc2ccc(OC)cc2)=C(C)Nc2nc(CCCO)nn21 (configuration not stated)	0	-1	7	0	-4	-71	-0.9	0.84
NS(=O)(=O)c1ccc(CCNC(=O)c2cc(-c3cccs3)nc3ccccc23)cc1	-2	-13	3	-18	23	-346	-1.2	0.87
CC1CC(C)CN(C(=O)c2ccc(C#N)cc2)C1 (configuration not stated)	1	0	6	-5	12	8	-0.7	1.1
Cc1onc(-c2ccccc2)c1C(=O)Nc1ccc(N2CCOCC2)cc1	-1	0	-10	-13	4	14	1.3	1.1
CC1CCCN(C(=O)C2CCN(c3nc(-c4ccccc4)nc4c3CCC4)CC2)C1 (configuration not stated)	1	-1	-16	33	-1	-22	-2.5	0.87
Cn1c(SCC(=O)N2CCCc3ccccc32)nc2cccnc21	0	-1	-14	-15	0	17	0.4	1
CC1=CCC(C(=O)O)C(C(=O)Nc2ccc(-c3nc4ccc(C)cc4s3)cc2)C1 (configuration not stated)	-3	-12	-3	26	-14	-405	1.6	0.82
COc1cc(NC(=O)C2CCCN2S(=O)(=O)c2ccc3c(c2)CC(C)N3C(C)=O)cc(OC)c1 (configuration not stated)	1	4	6	-1	2	1	2.6	1
COc1ccc2nc(NC(=O)c3ccc(Br)s3)sc2c1	-4	31*	-3	-11	7	-500	5.0	1.2
O=C(c1ccccc1Cl)N1CCCC(c2nc3c(nnn3Cc3ccccc3)c(=O)[nH]2)C1 (configuration not stated)	0	-1	-3	5	-20	4	-0.7	0.77
O=C(CO/N=C/c1ccc(OC(F)F)cc1)NC1CCCCC1	2	-2	-3	-6	-4	10	-0.2	1.1

2 compounds from above with just MPTP block and ATG4B inh:
| SMILES | MPTP block | ATG4B inh |
| --- | --- | --- |
| CC1CC(C)CN(C(=O)c2ccc(C#N)cc2)C1 (configuration not stated) | -0.7 | -5 |
| Cc1onc(-c2ccccc2)c1C(=O)Nc1ccc(N2CCOCC2)cc1 | 1.3 | -13 |

(list continues)
SMILES	SENP1 inh	NR3A LBD binder	SENP6 inh	ATG4B inh	PfG6PD inh	SENP8 inh	MPTP block	hIAP activ
COc1ccc(NC(=O)Nc2cnccn2)c(OC)c1	1	2	-9	-9	-5	-11	1.6	1.1
COc1ccccc1-n1c(=S)[nH]c2c(sc(=S)n2-c2ccccc2C)c1=O	2	-1	-17	-19	72*	16	0.1	0.99
O=C(NCc1nnc(SCC(=O)N2CCCC2)o1)c1c(F)cccc1F	4	1	6	4	2	0	-1.7	0.96
O=C(NC1CCCCC1)C(c1ccccc1F)N(Cc1ccco1)C(=O)c1ccccn1 (configuration not stated)	1	1	-8	-3	2	7	0.2	0.94
O=C(Nc1ccncc1)c1cc(S(=O)(=O)N2CCCCC2)ccc1Cl	0	0	13	4	11	-2	3.0	1
Cc1noc(C)c1C(=O)Nc1ccccc1-c1ccccc1	0	-2	0	16	-5	12	0.6	0.89
O=C(NCc1cccnc1)/C(=C/c1ccco1)NC(=O)c1ccccc1	0	0	-8	11	-2	23	-0.2	1.1
O=C(Nc1ccc2ccccc2c1)N1CCN(c2ncccc2C(F)(F)F)CC1	-3	-5	38	-10	-6	-291	-0.5	1
CCOc1ccccc1NC(=O)C1CCCN(S(C)(=O)=O)C1 (configuration not stated)	2	0	5	6	-12	12	0.8	0.85
CCC1Oc2ccc(C)cc2N(CC(=O)NCc2ccccc2OC)C1=O (configuration not stated)	2	-3	-6	4	4	2	0.7	1.1
COC(=O)c1cc2c(ccn2-c2ccc(F)cc2)n1C(C)C	-1	3	-12	-9	41	-3	2.1	1
COc1cc(OC)c(/C=N/NC(=O)c2ccc(Cn3nc([N+](=O)[O-])cc3C)cc2)c(OC)c1	/	1	-12	-11	-1	/	/	1.1
CC1CCCCN1CCCNC(=O)c1c(O)nc2ccccn2c1=O (configuration not stated)	-3	2	3	-8	5	-146	-0.6	0.93
Cc1cc(C)c(S(=O)(=O)c2ccc(C(C)(C)C)cc2)c(Cl)n1	0	0	-19	-6	-9	5	1.4	0.87
CC(C)N1CCN(c2ccncc2S(=O)(=O)N2CCCCC2)CC1	1	/	/	/	-6	17	0.0	/
O=C(NNC(=O)C1CCCC1)c1cc([N+](=O)[O-])cc([N+](=O)[O-])c1	2	1	2	-3	-8	12	0.1	0.92
COc1cccc(/C=C/C(=O)OCC(=O)c2ccc(Br)cc2)c1	1	/	/	/	6	-31	0.1	/
C=CCc1c(C)nc2c(OC)cccc2c1Cl	-2	0	-7	2	-2	-104	-0.3	1.1
Cc1ccc(-n2cc(CNCC3CC(=O)N(C4CC4)C3)c(-c3cccc(C)c3)n2)cc1 (configuration not stated)	2	1	-13	1	4	7	0.2	0.99
O=C(NCCc1ccc(Cl)cc1Cl)C1=CC=CN2CCS(=O)(=O)N=C12	2	-4	-17	8	4	i	0.5	0.94
O=C(c1cc(COc2ccc(F)c(F)c2)on1)N1CCN(C/C=C/c2ccccc2)CC1	0	-6	-9	-1	10	11	1.2	1.1
Cc1cccc2cc3c(NC(=O)C(C)(C)C)nn(CC(C)C)c3nc12	-29	/	15	5	25	-292	1.4	1.4
Cc1occc1C(=O)N/N=C/C(Br)=C\c1ccccc1	1	0	92*	-11	5	14	7.5	0.98
COc1cc(C2NC(=O)NC(C)=C2C(=O)OCC2CCCO2)ccc1O (configuration not stated)	-1	5	-2	2	-10	14	-0.6	0.76
COc1ccc(N/N=C(/Oc2ccc([N+](=O)[O-])cc2)C(C)=O)cc1	0	-4	-4	-12	-12	28	-0.9	1
CC1=[N+](C)N(c2ccccc2)C(=O)C1N=Cc1ccccc1Cl (configuration not stated)	1	0	-12	-18	-6	10	0.6	1.2
CC(=O)Nc1nc(CC(C)C)cc(-c2ccco2)c1C#N	-1	-1	9	-5	-5	-210	-0.3	0.97

From PubChem BioAssay
